Screens from PubChem BioAssay.
GoLoco inh red – blocks human Gai1 binding to RGS12 GoLoco peptide, red readout; P63096; Gai1:RGS12 GoLoco peptide FP, rhodamine, 10 min; 230,000 compounds, 0.44% hits; Potency, µM (top dose mostly 61.6 µM), inactives show top-dose activity, negative = inhibition, hits mostly inhibitors; AID 880; active = well fitted inhibition curve with a large enough effect, not every such curve was filed as active; inactive = no such curve, though single readings can be large or run the other way; note: % is set by controls: 0 for no effect and ±100 for the full control effect; nearly all actives have a fitted effect of over 30% in size; many of its hits are not listed in these tables
Target sequence (P63096 whole entry, looked up): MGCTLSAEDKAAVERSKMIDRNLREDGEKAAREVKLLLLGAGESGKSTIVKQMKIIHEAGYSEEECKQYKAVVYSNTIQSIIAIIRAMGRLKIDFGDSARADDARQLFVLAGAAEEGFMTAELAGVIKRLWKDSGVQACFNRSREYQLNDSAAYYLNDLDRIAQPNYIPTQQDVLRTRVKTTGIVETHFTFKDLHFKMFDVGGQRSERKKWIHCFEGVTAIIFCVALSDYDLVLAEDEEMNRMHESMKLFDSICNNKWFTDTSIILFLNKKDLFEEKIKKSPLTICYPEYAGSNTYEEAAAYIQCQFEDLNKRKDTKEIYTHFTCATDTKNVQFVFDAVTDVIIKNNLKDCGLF
NPSR antag – antagonists of human neuropeptide S receptor cAMP signaling | Q6W5P4 | CHO-NPSR cells, cAMP TR-FRET, antagonist mode | Potency, µM (top dose mostly 38.3 µM), inactives show at the highest dose activity change, negative = inhibition, most hits filed as inhibitors | 220,000 compounds, 1% hits | AID 1461; note: % is set by controls: 0 for no effect and ±100 for the full control effect; nearly all actives have a fitted effect of over 50% in size; many of its hits are not listed in these tables
SMN2 splice enh – enhancers of SMN2 splice variant expression. Potency, µM (titrated, usually from 46.1 µM), for the others: at the top dose activity change, positive = activation, hits mostly activators. 210,000 compounds, 2.8% hits. AID 1458. HEK293 SMN2-luciferase splicing reporter, luminescence, 30-36 h; note: % of control where 0% means no effect; nearly all actives have a fitted effect of over 55% in size
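HEK293 cells carry an SMN2 minigene-luciferase reporter in which exon 7 inclusion puts luciferase in frame. Cells were seeded at 2000 cells/well, attached for 10-12 hours, then exposed to compounds for 30-36 hours at 37C before ONE-Glo luminescence.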
Luc counter – Kinase-Glo luciferase inhibition (counter-screen); Q27757; Kinase-Glo luciferase, ATP luminescence, 8 min; Potency, µM (series often up to 38.3 µM), for the others: at the highest dose activity change, negative = inhibition, actives largely listed as inhibitors; 200,000 compounds, 0.28% hits; AID 1379; note: % is set by controls: 0 for no effect and ±100 for the full control effect; nearly all actives have a fitted effect of over 60% in size
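Inhibition of Kinase-Glo luciferase light generation was assessed at 10 uM ATP in pH 7.2 imidazole buffer, with luminescence measured after eight minutes at ambient temperature.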
RECQ1 helicase – inhibitors of human RECQ1 DNA helicase | 240,000 compounds, 0.54% hits | AID 2549 | Potency, µM (highest dose often 57.3 µM), without a hit: at the top dose activity, negative = inhibition, usual class: inhibitors | RECQ1 DNA unwinding, red fluorescence kinetic read | P46063;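 note: plate controls were vehicle for no effect and no enzyme for full effect; nearly all actives have a fitted effect of over 30% in size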
Target sequence (P46063 whole entry, looked up): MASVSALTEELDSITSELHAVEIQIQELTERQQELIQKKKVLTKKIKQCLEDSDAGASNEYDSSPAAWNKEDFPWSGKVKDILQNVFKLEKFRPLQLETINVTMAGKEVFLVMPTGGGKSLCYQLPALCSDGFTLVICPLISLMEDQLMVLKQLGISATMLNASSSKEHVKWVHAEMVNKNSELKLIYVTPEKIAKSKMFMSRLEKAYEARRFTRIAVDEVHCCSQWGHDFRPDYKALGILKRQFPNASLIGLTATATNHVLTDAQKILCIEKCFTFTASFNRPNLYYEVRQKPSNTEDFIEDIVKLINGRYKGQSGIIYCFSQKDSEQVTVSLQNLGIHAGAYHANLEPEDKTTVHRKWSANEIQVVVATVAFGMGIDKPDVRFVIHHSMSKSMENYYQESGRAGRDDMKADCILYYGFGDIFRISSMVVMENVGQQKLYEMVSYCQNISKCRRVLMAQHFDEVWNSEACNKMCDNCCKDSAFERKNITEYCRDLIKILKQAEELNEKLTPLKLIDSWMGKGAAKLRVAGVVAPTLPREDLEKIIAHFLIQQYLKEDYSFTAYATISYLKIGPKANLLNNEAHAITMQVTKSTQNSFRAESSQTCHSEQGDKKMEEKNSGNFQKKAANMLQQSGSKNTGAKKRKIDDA
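RECQ1T1 50 nM; forked duplex (20 bp + 30-nt ss tails) 200 nM, ATP 2 mM final; pH 8.0, 2 mM MgCl2, 2.5 ug/ml poly(dI-dC); 15 min compound preincubation; discontinuous kinetic read over 2 h at RT.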
Epigenetic derep – derepresses silenced GFP reporter in murine cells; murine LDR cells, GFP reporter derepression, 30 h; Potency, µM (highest dose often 53.9 µM), without a hit: at the highest dose GFP activation, usual class: activators; 280,000 compounds, 0.2% hits; note: % of control where 0% means no effect; nearly all actives have a fitted effect of over 60% in size
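Murine LDR cells carrying a silenced, genomically integrated CMV-driven GFP reporter were exposed to compound for 30 hours at 37 C. After PBS washes, GFP-positive cells (20–120 um objects) were counted by laser-scanning microplate cytometry.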
IMPase Li inh – IMPase inhibition in cells with lithium potentiation | CHO-M1 cells, IP1 TR-FRET (IP-One), carbachol + lithium | Potency, µM (highest dose often 59.4 µM), inactives show at the top dose activity, negative = IMPase inhibition, hits mostly inhibitors | 210,000 compounds, 0.35% hits | AID 1457;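 note: IP1 builds up when IMPase is blocked and the TR-FRET signal falls; plate controls were basal vehicle for no effect and high inhibitor control for full effect; nearly all actives have a fitted effect of over 50% in size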
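Steps: plate 2000 CHO-M1 cells per well and culture 16–30 h; add compound and lithium; incubate 30 min, 37C; add d2-IP1 tracer and Eu cryptate anti-IP1 antibody in lysis buffer; read after 10 min at room temperature.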
JMJD2E inh – blocks human JMJD2E demethylase activity; B2RXH2; JMJD2E catalytic domain, FDH-coupled NADH fluorescence (FDH is formaldehyde dehydrogenase); Potency, µM (doses to about 57.1 µM), inactives show at the highest dose activity change, negative = inhibition, usual class: inhibitors; 230,000 compounds, 1.6% hits; AID 2147; active = well fitted inhibition curve with a large enough effect, not every such curve was filed as active; inconclusive = small, poorly fitted or top-dose-only effect, or another doubt; inactive = no such curve, though single readings can be large or run the other way;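 note: 0% = wells with enzyme and -100% = buffer wells without enzyme; nearly all actives have a fitted effect of over 50% in size; many of its hits are not listed in these tables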
* marks the source's active call; other numbers are inactive results; i = inactive; ? = inconclusive; . = no result given; & = joins results of further samples; [ ] = another dose, or the depositor's remark. Unless noted, calls come from the whole dose curve; as a rule, active = well fitted curve in the direction sought with a large enough effect; inconclusive = small, poorly fitted or top-dose-only effect, or another doubt; inactive = no such curve, though single readings can be large; an effect the other way counts as inactive or inconclusive. Potency is the fitted concentration of half-maximal effect.

SMILES	GoLoco inh red	NPSR antag	SMN2 splice enh	Luc counter	RECQ1 helicase	Epigenetic derep	IMPase Li inh	JMJD2E inh
CS(=O)(=O)N1CCN(C2C3CC4CC(C3)CC2C4)CC1 (stereo not given)	6%	7%	.	-4%	28%	-1.1%	23%	-3%
O=C(O)CCCCNCc1ccccc1	-14%	-8%[46.1 µM]	-9%	-2%	i	1.6%	28%[38.3 µM]	-1%
Cc1ccc(-c2nnc(SCC(=O)Nc3ccc(S(=O)(=O)N4CCCCCC4)cc3)o2)cc1	-9%	1%[46.1 µM]	-1%	1%	-7%	1.9%	-18%[38.3 µM]	?
CCCn1c(NC(=O)c2ccc(Cl)c(S(=O)(=O)N3CCCC3)c2)nc2ccccc21	14%	?	-57%[inhibitor]	1%	i	-0.5%	21%[38.3 µM]	?
N=C1c2ccccc2CN1NC(=O)c1cccc(S(=O)(=O)N2CCOCC2)c1	.	4%[46.1 µM]	.	.	-3%	1.0%	.	-4%
CCOC(=O)C(C(C)=O)=C1SC2CS(=O)(=O)CC2S1 (stereo not given)	4%	-2%[46.1 µM]	-3%	-1%	-5%	-0.1%	-7%[38.3 µM]	-8%
Cc1ccc([C@@H](O)c2cnc(C)n2Cc2ccccc2)cc1	-7%[14.2 µM]	.	0%[9.22 µM]	-5%[7.66 µM]	.	.	-1%	.
C#Cc1ccc([C@@H]2C=C(C(=O)N3CCOCC3)O[C@H](OCC)[C@H]2CCCO)cc1	-2%	20%	.	.	-9%	0.0%	-12%	8%
CCc1c(C(C)S(=O)(=O)c2ccc(C)cc2)[nH]c(=O)n1-c1ccc(OC(F)(F)F)cc1 (stereo not given)	-13%	-11%[46.1 µM]	-4%	15%	-1%	4.5%	29%[38.3 µM]	1%
CC(C)(C)c1ccc(OCCCC(=O)N2CCOCC2)cc1	-22%	-5%	.	2%	-2%	1.1%	7%	-3%
Cc1ccc(S(=O)(=O)N(C)C)cc1-n1c(SCC(=O)Nc2ccc(F)cc2)nc2ccccc2c1=O	.	-7%[46.1 µM]	.	.	-2%	-1.9%	.	3%
O=P(c1ccccc1)(c1ccccc1)C(c1ccco1)N1CCOCC1 (stereo not given)	-5%	?	5%	-3%	-12%	3.9%	9%[38.3 µM]	-5%
O=C(Cn1nnc(-c2ccc3c(c2)OCO3)n1)N1CCOCC1	1%	-16%[46.1 µM]	13%	8%	-12%	-1.1%	-14%[38.3 µM]	-3%
COc1ccccc1N1CCN(S(=O)(=O)c2ccccc2F)CC1	6%	-9%[46.1 µM]	?	0%	-3%	4.3%	12%[38.3 µM]	0%
CN(CCNC(=O)CN1CCN(Cc2ccccc2Cl)C1=O)Cc1ccccc1	11%	-12%[46.1 µM]	-10%	1%	-3%	-1.6%	-4%[38.3 µM]	8%
Fc1cc(F)cc(-c2oncc2-c2nnnn2-c2ccccc2)c1	-4%	3%[46.1 µM]	-4%	0%	-5%	3.5%	11%	7%
Cc1cccc(-c2noc(CN(C(=O)C(c3ccccc3)c3ccccc3)C(C)C)n2)c1	10%	?	-4%	1%	-16%	-1.2%	11%[38.3 µM]	-11%
CCOC(=O)Nc1cc2c(C)cc(=O)oc2cc1C	8%	5%[46.1 µM]	-15%	-2%	i	-3.2%	-16%[38.3 µM]	?
N#CCCN(Cc1cccnc1)C(=S)NC(=O)C1CC1	3%	15%	12%	6%	-6%	0.0%	-3%	-1%
COc1ccc(N(C(=O)c2cccnc2)S(=O)(=O)c2cccs2)cc1	16%	-3%	9%	2%	i	-1.2%	-4%	10%
CC(=O)OC(C)C[N+](C)(C)C (stereo not given)	-9%&21%&-3%	14%	3%&4%&-1%	0%&-2%&1%	10%&-3%&8%	4.9%&-0.2%&-0.5%	-3%&-11%&-4%	-5%&-4%&4%
Cc1ccc(N2C(=O)N(CC(=O)Nc3cc(C)cc(C)c3)C(=O)C2C)cc1 (stereo not given)	11%	-14%	-32%[inhibitor]	-2%	-2%	1.1%	-1%	-9%
COc1ccc(OCCOc2ccccc2[N+](=O)[O-])cc1	-1%	-3%	?	-4%	-3%	1.0%	2%	1%
O=C(CCc1ccccc1)Nc1ccc(F)cc1F	5%	-19%[46.1 µM]	14%	-4%	-6%	0.6%	21%[38.3 µM]	-3%
O=C(O)C1CN(C(=O)c2cccc(Br)c2)C1	11%	-3%	.	1%	-1%	0.5%	0%	2%
O=C(CN(c1cccc(C(F)(F)F)c1)S(=O)(=O)c1ccc(Cl)c([N+](=O)[O-])c1)NCc1ccccc1Cl	-7%	?	2%	-3%	-12%	-1.3%	4%	2%
CCOC(=O)C1=C(C)Nc2ccccc2N=C1NC(=O)CCCN1C(=O)c2ccccc2C1=O	0%	-17%[46.1 µM]	-18%	1%	-10%	-0.8%	?	2%
Cc1ccc(Cn2c(Sc3nnc(C)s3)nc3c2c(=O)[nH]c(=O)n3C)cc1	-6%	-7%[46.1 µM]	6%	0%	-17%	5.0%	4%[38.3 µM]	-6%
Cc1c(NC(=O)c2ccc(Cl)nc2)cccc1-c1nc2cccnc2s1	10%	-28%	.	.	-10%	1.1%	.	?
O=c1cc2n(c(=O)[nH]1)CCC1=C2CCCC1	-6%	2%[46.1 µM]	2%	-2%	-3%	1.9%	7%[38.3 µM]	-15%
O=C(O)c1ccc(N/N=C/c2ccnc3ccccc23)cc1	-4%	-37%	.	.	-8%	0.0%	.	-6%
Cc1ccc(/C=N/NC(=O)CCSc2ccccc2)cc1	4%	2%	-11%[1.84 µM]	-1%	-6%	-0.9%	9%	4%
CC(C)c1ccccc1NC(=O)Nc1ccc(F)cc1F	2%	-15%	.	.	?	0.8%	.	-2%
Cn1nc(C(=O)Nc2nc3ccc(S(C)(=O)=O)cc3s2)ccc1=O	3%	-12%[46.1 µM]	-2%	?	14%	-2.1%	12%[38.3 µM]	6%
CCOC(=O)C1=C(C)NC(C)=C(C(=O)OCC)C1C1=COCCO1	-10%	-3%[46.1 µM]	26%	-4%	0%	-0.7%	-14%[38.3 µM]	?
CSc1ccc(C(=O)C2CCCN(Cc3cccn3-c3cccnc3)C2)cc1 (stereo not given)	1%	6%	.	.	0%	0.5%	.	-4%
N#Cc1c(N)n(CCOC(=O)c2ccc(Cl)cc2)c2nc3ccccc3nc12	10%	6%[46.1 µM]	-27%	-2%	11%	2.7%	23%[38.3 µM]	?
Cc1cc(NC(=O)/C=C/c2ccccc2)no1	-6%	-10%[46.1 µM]	?	-5%	-8%	-0.3%	8%[38.3 µM]	6%
CC1(C)Cc2c(sc3nnn(Cc4ccc(Cl)cc4)c(=O)c23)CO1	3%	-29%	-44%[inhibitor]	2%	-6%	?	12%	8%
COc1cc2oc(-c3ccccc3)cc(=O)c2cc1O	2%	.	.	2%	i	1.0%	10%	?
O=C(/C=C/c1ccco1)Nc1ccc(CN2CCOCC2)cc1	5%	7%	.	.	19%	1.1%	.	-9%
O=S(=O)(c1ccc(-c2ccon2)s1)N1CCN(CCN2CCOCC2)CC1	40%[activator]	8%	.	.	0%	1.1%	.	-1%
O=c1c2ccccc2nc(COc2ccccc2)n1/N=C/c1cc([N+](=O)[O-])ccc1O	7%	-2%	-37%[inhibitor]	-2%	1%	-2.1%	14%	-5%
CC(C)(C)C(=O)Nc1nc(-c2ccc3c(c2)OCO3)cs1	-1%	-20%[46.1 µM]	?	1%	-2%	-3.0%	-1%[38.3 µM]	4%
Cc1nnc(SCC(=O)Nc2nc3c(s2)CC(C)CC3)s1 (stereo not given)	11%	-8%[46.1 µM]	-60%[inhibitor]	1%	-3%	-1.1%	23%[38.3 µM]	-7%
COc1ccc(-n2c(SCC(=O)Nc3sc4c(c3C#N)CCCC4)nnc2-c2ccc(O)cc2)cc1	2%	-9%[46.1 µM]	1%	-4%	i	-2.0%	28%[38.3 µM]	-4%
O=S(=O)(Nc1cc(Sc2cccc3cccnc23)c(O)c2ccccc12)c1ccccc1	-10%	-6%	?	-1%	-10%	6.7%	12%	28µM*
COc1ccc(OCC(=O)NCCCn2ccnc2)cc1	9%	13%	.	.	i	0.0%	.	-7%
COC(=O)c1cn(CC(=O)N2CCCCCC2)c2ccccc12	-1%	9%[46.1 µM]	19%	3%	1%	0.0%	17%[38.3 µM]	0%
Cc1ccc(-n2[nH]c(=O)c3cccnc32)cc1	-1%	-10%[46.1 µM]	4%	-3%	5%	0.0%	25%[38.3 µM]	7%
Cc1noc(C)c1COC(=O)CCOc1ccccc1	1%	-9%[46.1 µM]	-6%	2%	-7%	-1.6%	12%[38.3 µM]	-5%
Cc1cccc(C)c1NC(=S)NCc1ccncc1	-4%	-30%	.	.	-4%	-1.7%	.	-4%
Cc1ccc(N2C(=O)c3ccccc3C2Nc2ccccc2F)nc1 (stereo not given)	1%	-12%[46.1 µM]	-5%	-5%	-11%	-4.1%	15%[38.3 µM]	-8%
COc1ccc(NC(=S)Nc2ncccc2C)cc1OC	16%	-12%	35µM*	-7%	-7%	-1.5%	8%	?
COCC(=O)NCCNc1nc2ccc(C)cc2cc1C	4%	-3%[46.1 µM]	-2%	-2%	-1%	-0.2%	-4%[38.3 µM]	?
COc1ccccc1N1CCN(C(=O)CSc2nnc(NC(=O)c3ccco3)s2)CC1	10%	-20%[46.1 µM]	0%	-2%	3%	-1.1%	-15%[38.3 µM]	3%
CCc1ccccc1NC(=O)Cn1nnc(-c2cccnc2)n1	.	-8%[46.1 µM]	.	.	i	-7.2%	.	2%
N#C/C(=C\c1cccs1)c1nc2ccccc2[nH]1	15%	-22%	7.9µM*	-10%	-1%	-1.8%	28%	-11%
O=S(=O)(c1ccc(-c2ccon2)s1)N1CCOCC1	-87%	-4%[7.67 µM]	.	.	i	0.0%	.	2%
CCOC(=O)N1CCC(=NNC(=O)c2ccc(O)cc2)CC1	-1%	12%	-9%	0%	-2%	-1.0%	-5%	28%
CCCCN(Cc1ccccc1)c1ncnc2nc[nH]c12	6%	-15%	12%	0%	-5%	-1.0%	5%	-8%

The list is partial. The share of hits here may be higher or lower than overall.
